# EphA4 KYL inhibition: inhibitors of EphA4 binding to KYL peptide, primary screen, biochemical, colorimetric, mouse EphA4 (AID 689); 0.1% of 62,000 active; one-dose inhibition, % at 10 µM; IC50 in µM for titrated hits; EphA4-AP binding to KYL peptide, pNPP A405; higher % means a stronger effect; in the data active = a potency from the dose series; inactive = the rest, 99 in 100 with inhibition below about 22%
# Active calls of the source: *; & = joins results of further samples.
SMILES,EphA4 KYL inhibition
NC1=NC(=O)/C(=C/c2cc(Cl)c(OCc3ccccc3)c(Cl)c2)S1,-11%
COC(=O)c1c(NS(=O)(=O)c2ccc3ccccc3c2)sc2c1CCCC2,22%
CSc1c(CC(=O)Nc2ccccc2Cl)n(Cc2ccccc2)c2ccccc12,0%
CCCNC(=O)CS(=O)Cc1nc(-c2ccc(OC)cc2)oc1C (stereo unspecified),-4%
CCOc1ccc(-c2c(C)n([O-])c3c([n+]2=O)CCCC3)cc1,6%
CCC(=O)Nc1nc(C)c(-c2csc(Nc3ccc(N(C)C)cc3)n2)s1,-2%
N#Cc1nc(COc2ccc(Cl)cc2)oc1N1CCN(Cc2ccccc2)CC1,-4%
COc1ccccc1-c1n[nH]c2c1[C@H](C)CC[C@H]2C(C)C,5%
O=C(/C=C/c1ccc([N+](=O)[O-])cc1)NCC1CCCO1 (stereo unspecified),-15%
CC(C)n1c(=O)c2c(O)cc(=O)oc2c2ccccc21,9%
COC(=O)c1ccccc1NC(=O)c1cc(-c2cccs2)on1,-7%
COC(=O)C1=C(N)Oc2cc(C)n(C)c(=O)c2C1c1ccc(Cl)cc1 (stereo unspecified),-18%
Cn1c(=O)c(C(=O)CN2CCCc3ccccc32)c(N)n(Cc2ccccc2)c1=O,13%
CCSC1=C(C#N)C2(CCCC2)C(C#N)=C(N)N1,9%
CC(=O)C1=C(C)Nc2cc(C(F)(F)F)ccc2S1,-6%
Cc1cc(=O)oc2cc(OCC(=O)OCC(=O)NCc3ccc4c(c3)OCO4)ccc12,-3%
CCOC(=O)c1cn(CC)c2ccc(Br)cc2c1=O,-12%
Cc1ccc(CC(=O)Nc2nc3ccccc3[nH]2)cc1C,-3%
O=C(NCCOc1ccc(Cl)cc1)C1CC(=O)N(c2ccc(F)cc2)C1 (stereo unspecified),8%
CCOc1ccc(NC(=O)/C=C/c2ccc(F)cc2)cc1,1%
CCOC(=O)C1CCN(C(=O)c2oc3ccc(S(=O)(=O)N4CCCCCC4)cc3c2C)CC1,7%
CC(=O)N1CC2(C)CN(C(C)=O)CC(C)(C1)C2=O,-7%
O=C(Oc1ccc2c(=O)c(Oc3ccccc3Br)coc2c1)c1ccco1,1%
CCc1cc2c(=O)c(Oc3ccccc3)c(C)oc2cc1O,0%
FC(F)(F)c1ccc(N2CCOCC2)c(Nc2nc3ccccc3n3cnnc23)c1,-18%

# Another view of four compounds above:
molecule | EphA4 KYL inhibition
Cc1cc(=O)oc2cc(OCC(=O)OCC(=O)NCc3ccc4c(c3)OCO4)ccc12 | -3%
CCCNC(=O)CS(=O)Cc1nc(-c2ccc(OC)cc2)oc1C (stereo unspecified) | -4%
FC(F)(F)c1ccc(N2CCOCC2)c(Nc2nc3ccccc3n3cnnc23)c1 | -18%
NC1=NC(=O)/C(=C/c2cc(Cl)c(OCc3ccccc3)c(Cl)c2)S1 | -11%

# The list continues:
SMILES,EphA4 KYL inhibition
CCc1ccc(NC(=O)C(=O)NCC2CCCO2)cc1 (stereo unspecified),4%
CCOC(=O)C1(S(=O)(=O)c2ccc(Cl)cc2)CCN(Cc2ccc(Cl)cc2)CC1,-12%
COc1ccc(OC)c(S(=O)(=O)n2nnc3cc(Cl)ccc32)c1,-29%
CN(C)c1ccc(C(=O)N2CCN(c3ccccc3)CC2)cc1,3%
COC(=O)c1c(CCl)noc1C(=O)NCC1CCCO1 (stereo unspecified),-1%
CCOC(=O)c1ccc(-n2cncn2)nc1,2%
COC(=O)c1ccccc1NS(=O)(=O)c1ccc2c3c(cccc13)C(=O)N2,-2%
O=C(Nc1ccc2c(c1)OCO2)C1CCCN(S(=O)(=O)c2cccs2)C1 (stereo unspecified),-11%
Cc1ccc(-c2nc3ccccc3[nH]2)cc1NC(=O)/C=C/c1ccco1,-5%
COc1ccc2nc(SCC(=O)Nc3ccc(Cl)cc3)[nH]c2c1,-13%
O=C(/C=C/c1ccc(Cl)cc1)Nc1ccc(NC(=O)c2ccco2)cc1,-1%
COC(=O)c1[nH]c2ccccc2c1NC(=O)CN1CCN(C(=O)c2ccco2)CC1,-10%
CCOC(=O)c1cnc(=O)[nH]c1C,-5%
CCOc1ccc(/C(=N\O)C(C)NO)cc1 (stereo unspecified),-8%
CSc1nnc(-c2sc(-c3ccccc3)nc2C)n1C,-4%
CCOC(=O)N1CCN(c2ncnc3c2[nH]c2ccc(F)cc23)CC1,-4%
O=C(c1ccccc1)c1c[nH]c(C(=O)NCCCN2CCOCC2)c1,-5%
O=C1c2ccccc2C(Nc2ccc3c(c2)OCCO3)N1Cc1ccccc1 (stereo unspecified),-2%
COc1ccc(CN(Cc2cccnc2)S(=O)(=O)c2ccc(-n3cnnn3)c(C)c2)cc1OC,-17%
O=C(Nc1cc2c(oc1=O)CCCC2=O)c1ccc(Cl)cc1,46%
CCCCc1nc2sc3c(SCC(=O)NCc4ccco4)ncnc3c2c2c1CCC2,3%
CCC(CC)C(=O)NCCc1cc2c(OC)ccc(OC)c2[nH]c1=O,1%
CC(C)CN1C(=O)/C(=C/c2ccc(Cl)cc2Cl)SC1=S,-10%
Cc1ccc2nc(N3CCN(Cc4ccc(F)cc4)C3=O)c(C)cc2c1,-29%
Cc1nnc(SCC(=O)N/N=C/c2cn(-c3ccccc3)nc2-c2ccccc2)n1-c1ccccc1,7%

# As entered above:
# EphA4 KYL inhibition with O=C(Nc1cc2c(oc1=O)CCCC2=O)c1ccc(Cl)cc1 reads 46%
# EphA4 KYL inhibition with COC(=O)c1ccccc1NS(=O)(=O)c1ccc2c3c(cccc13)C(=O)N2 reads -2%
# EphA4 KYL inhibition with Cc1ccc(CC(=O)Nc2nc3ccccc3[nH]2)cc1C reads -3%
# EphA4 KYL inhibition with CCC(=O)Nc1nc(C)c(-c2csc(Nc3ccc(N(C)C)cc3)n2)s1 reads -2%
# EphA4 KYL inhibition with COc1ccc2nc(SCC(=O)Nc3ccc(Cl)cc3)[nH]c2c1 reads -13%
# EphA4 KYL inhibition with CSc1nnc(-c2sc(-c3ccccc3)nc2C)n1C reads -4%

# More structures:
SMILES,EphA4 KYL inhibition
NNC(=O)c1ccc(-n2c(-c3ccccc3)ccc2-c2ccccc2)cc1,11%
Cc1nn(-c2ccccc2)c(Cl)c1/C=N/NC(=O)c1ccco1,2%
CCOC(=O)C1=C(C)N=c2s/c(=C\c3ccc(O)c(OC)c3)c(=O)n2C1c1ccc(C)cc1 (stereo unspecified),-5%
O=C(CSc1cn(Cc2ccccc2)c2ccccc12)Nc1nccs1,-12%
COc1ccc(CSC2=NCCN2)cc1Cl,-1%
Cc1cc(Br)ccc1OCCCCNCCO,2%
C/C(=N\N=C\c1cccc([N+](=O)[O-])c1)C1C(=O)c2ccccc2C1=O,6%
Cc1nc(Nc2nc(-c3ccccc3)cc(=O)[nH]2)nc2c(C)cccc12,-1%
CCN(CC)c1ccc(NC(=O)Nc2ccccc2C(F)(F)F)cc1,14%
COC(=O)c1c(-c2ccco2)csc1NC(=O)C1CC=CCC1C(=O)O (stereo unspecified),10%
O=C1c2cccnc2C(=O)N1Cc1ccco1,1%
CCOc1cccc2cc(-c3cn4cc(C)ccc4n3)c(=O)oc12,-14%
COc1cccc(-n2sc3c(c2=S)-c2cc(OC)ccc2NC3(C)C)c1,6%
Cc1ccc(Cn2c(=O)cc(C(=O)O)c3ccccc32)cc1,-10%
CCCc1c(C)[nH]c2ccccc2c1=O,5%
COc1ccccc1N(CC(=O)N/N=C/c1ccc(OCC(=O)NCc2ccco2)cc1)S(=O)(=O)c1ccc(C)cc1,-12%
N#CCSc1nnc2sc3ccccc3n12,-12%
Cc1nnc(SCc2ccc(F)cc2Cl)s1,-10%
O=C(OCC(=O)N1c2ccccc2Sc2ccccc21)C1CC(=O)N(Cc2ccco2)C1 (stereo unspecified),-8%
N#CC1=C(Nc2ccc(Br)cc2)CCC1,0%
Cc1ccc(S(=O)(=O)Nc2ccc3nc(C)sc3c2)cc1,-8%
Cc1nn(C)c(C)c1S(=O)(=O)N1CCCC(C(=O)NCC2COc3ccccc3O2)C1 (stereo unspecified),0%
Cc1cc(=O)[nH]c(Nc2nc3ccccc3o2)n1,2%
CCOC(=O)c1cc(NC(=O)N2CCCc3ccccc32)c(C)nc1C,-4%
Cc1ccc(NC(=S)NCc2cccnc2)cc1,-2%

# Part of the list above in order of count of non-hydrogen atoms, low to high:
SMILES,EphA4 KYL inhibition
CSc1nnc(-c2sc(-c3ccccc3)nc2C)n1C,-4%
CCOC(=O)N1CCN(c2ncnc3c2[nH]c2ccc(F)cc23)CC1,-4%
Cn1c(=O)c(C(=O)CN2CCCc3ccccc32)c(N)n(Cc2ccccc2)c1=O,13%
Cc1cc(=O)oc2cc(OCC(=O)OCC(=O)NCc3ccc4c(c3)OCO4)ccc12,-3%

# The listing continues.
SMILES,EphA4 KYL inhibition
COCCCn1c2nc3ccccc3nc2c2c(=O)n(Cc3cccs3)cnc21,-6%
C=CCNC(=O)CCCCCNS(=O)(=O)c1ccc(OC)cc1,-31%
CCc1cccc(NC(=O)c2ccc(NS(=O)(=O)c3c(C)noc3C)cc2)c1,11%
O=c1ccc([N+](=O)[O-])ccc1Nc1ccccn1,-12%
O=C(Nc1cccc(-c2cnc3ccccc3n2)c1)c1ccccc1,-9%
Cc1nc2c(cnn2-c2ccccc2Cl)c(=O)n1-c1ccc(C(C)C)cc1,-17%
CCC(=O)Nc1cccc(-c2cnc3ccccc3n2)c1,-10%
O=c1oc(-c2cccs2)nc2ccc(Br)cc12,-4%
O=C1c2ccccc2NC(c2ccc(-c3ccc(Br)cc3)o2)N1O (stereo unspecified),-4%
C=CCOC(=O)C1=C(C)NC(C)=C(C(=O)OCC=C)C1c1ccc(N(C)C)cc1,-11%
C=CCn1c(Cc2c[nH]c3ccccc23)nnc1SCC(=O)NCc1ccccc1,-20%
CC(=O)c1c(C)[nH]c(C(=O)N2c3ccccc3CC2C)c1C (stereo unspecified),-4%
COc1ccc(NC(=O)CCNS(=O)(=O)c2ccc3c(c2)c(=O)n(C)c(=O)n3C)cc1,-6%
CN1C(=O)CC(NNC(=O)c2ccc(Cl)cc2)C1=O (stereo unspecified),-12%
CCOC(=O)C1CCCN(c2c(NCCCN3CCCC(C)C3)c(=O)c2=O)C1 (stereo unspecified),-5%
c1ccc2c(Nc3nc4c(s3)CCCC4)cccc2c1,-10%
CC1=C(C(=O)OC(C)C)C(C)C(C(=O)OC(C)C)=C(C)N1,1%
CC(C)Oc1ccc(C2NC(=O)NC2=O)cc1 (stereo unspecified),5%
Cc1c(S(=O)(=O)Nc2ccc3c(c2)OCCO3)c(=O)n(C)c(=O)n1C,12%
O=C(C1CCC1)N(CCc1ccccc1)Cc1nc2ccccc2c(=O)[nH]1,8%
O=C(Cn1cnc2c(cnn2-c2ccc(F)cc2)c1=O)OCc1ccccc1,0%
CCOC(=O)c1c(C)[nH]c(C(=O)COC(=O)c2ccccc2NC(=O)c2ccco2)c1C,-28%
C=C1CSc2nc(=O)c3c4c(sc3n21)CCCC4,1%
COc1cc(SC)ccc1C(=O)NCCOc1c(C)cc(C)cc1C,9%
COc1cc2c(cc1OC)-c1nnc(-c3cccs3)n1C1(CCCC1)C2,-7%

# By substructure, the entries above containing bromine.
SMILES,EphA4 KYL inhibition
CCOC(=O)c1cn(CC)c2ccc(Br)cc2c1=O,-12%
O=C(Oc1ccc2c(=O)c(Oc3ccccc3Br)coc2c1)c1ccco1,1%
Cc1cc(Br)ccc1OCCCCNCCO,2%
N#CC1=C(Nc2ccc(Br)cc2)CCC1,0%
O=c1oc(-c2cccs2)nc2ccc(Br)cc12,-4%
O=C1c2ccccc2NC(c2ccc(-c3ccc(Br)cc3)o2)N1O (stereo unspecified),-4%

# Additional results:
SMILES,EphA4 KYL inhibition
CC1CCCCC1NC(=O)COC(=O)COc1ccc(Cl)cc1 (stereo unspecified),-14%
COCCN(CC(=O)NC1CCCCC1)C(=O)c1csnn1,4%
COc1ccc(-c2nc(CSCC(=O)N3CCc4ccccc43)c(C)o2)cc1OC,1%
O=C(NCc1ccccc1)c1sc(=S)n2c1[nH]c(=O)c1ccccc12,-8%
COCc1nnc(NC(=O)CSCc2ccccc2)s1,0%
CCn1c(-c2ccc(N(C)C)cc2)nc2ccccc21,-7%
CCCCn1nnnc1NCc1cc(OC)c(OC)c(OC)c1,-9%
O=C(C1CC1)N1CCc2cc(S(=O)(=O)NC3CCN(Cc4ccccc4)CC3)ccc21,-6%
CC(=O)NC12CC3CC(C1)CC(C(=O)OCC(=O)Nc1ncc(Cl)c(C)c1Cl)(C3)C2,40%
Cc1cc(C)c(C#N)c(SCC2COc3ccccc3O2)n1 (stereo unspecified),9%
CC(=O)c1c(C)nc2nonc2c1N,-8%
CC(=O)c1c(C)nc(-c2ccccc2)nc1NC(=O)C(C)C,7%&-5%

# Screening data (PubChem)

# These rows are one share of the data; count on the stated rates, not on these rows.
